ROS inducer: ROS inducers in U2OS cancer cells, primary screen, cell-based, H2DCF-DA fluorescence. U2OS ROS induction. ROS induction (% of piperlongumine), % at 10 µM. hit rate 2% among 46,000; in the data active = ROS induction above about 79%, passing the limit was not always enough; inconclusive = no clear call, values can overlap the other calls;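 note: 0% = DMSO vehicle median and 100% = reference compound median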
An asterisk follows results filed as active; ? = inconclusive. Not all compounds are listed. The share of hits here may be higher or lower than overall.

SMILES	ROS inducer
COCCOC(=O)N1C(=O)[C@@]2(c3cc(C#CC4(O)CCCCCC4)ccc31)[C@H](c1ccc(O)cc1)N1[C@H](c3ccccc3)[C@H](c3ccccc3)OC(=O)[C@H]1[C@@H]2C(=O)N1CCN(c2ncccn2)CC1	7.8
C[C@@H]1CN([C@H](C)CO)C(=O)Cc2cc(NS(=O)(=O)c3cn(C)cn3)ccc2O[C@H]1CN(C)Cc1ccncc1	-1.3
Nc1nnc(SCC(=O)c2ccc3ccccc3c2)s1	13.1
C[C@@H]1CN([C@H](C)CO)C(=O)c2cccc(NS(=O)(=O)c3cccs3)c2O[C@@H]1CN(C)Cc1ccncc1	-9.1
CCOc1ccc(N=CC2=C(O)CNC2=O)cc1	3.8
C[C@@H]1CN([C@@H](C)CO)C(=O)Cc2cc(NS(=O)(=O)c3cn(C)cn3)ccc2O[C@@H]1CN(C)S(C)(=O)=O	108.9*
CCCC1CCC(C(=O)n2nc(N)c3cc4ccc(OC)cc4nc32)CC1 (configuration not stated)	-10.7
Cc1ccccc1C(=O)NC(=S)Nc1ccc(-c2nc3ccccc3o2)cc1	14.8
Cc1noc(C)c1NC(=O)Nc1ccc2c(c1)CC(=O)N([C@H](C)CO)C[C@H](C)[C@H](CN(C)S(=O)(=O)c1ccc(F)cc1)O2	4.2
O=C(Nc1cccc(Br)c1)c1cccc2c1C(=O)c1ccccc1-2	23.2
C[C@H]1CN([C@@H](C)CO)C(=O)c2cc(NS(=O)(=O)c3ccc(F)cc3)ccc2O[C@@H]1CN(C)S(C)(=O)=O	0.7
O=C(COc1ccc(C(=O)Nc2cccc(C(F)(F)F)c2)cc1)Nc1ccccc1F	-9.1
COc1ccc(S(=O)(=O)N(C)C[C@@H]2Oc3ccc(NC(=O)NC4CCCCC4)cc3CC(=O)N([C@H](C)CO)C[C@@H]2C)cc1	-3.3
N#CCC(=O)NC(=O)NC12CC3CC(CC(C3)C1)C2	15.1
COC(=O)c1cn(CC(=O)NCC2CCCO2)c2ccccc12 (configuration not stated)	7.0
Cc1noc(C)c1S(=O)(=O)N(C)C[C@@H]1Oc2ccc(NS(=O)(=O)c3ccc(Cl)cc3)cc2CC(=O)N([C@H](C)CO)C[C@@H]1C	37.1
CC(=O)Nc1cc(C(=O)NCCN(C)C)ccc1Sc1ccc(C)cc1	-9.6
C[C@@H]1CN([C@H](C)CO)C(=O)CCCn2nncc2CO[C@@H]1CN(C)S(=O)(=O)c1ccc(F)cc1	-1.2
COc1cc(/C=N/NC(=O)c2cccc(C(=O)NO)c2)cc(OC)c1OC	1.8
COc1ccc(-c2cc(-c3ccccc3)c(-c3ccccc3)nn2)cc1CN1CCOCC1	22.5
O=C1N/C(=C\c2ccccc2Cl)C(=O)N1Cc1ccc(Cl)cc1	-8.3
O=C1c2ccccc2C(=O)N1CC1OCc2ccccc2CO1	-1.0
CC(C)C[C@@H]1NC(=O)[C@@H]2C[C@H](C(=O)O)[C@H](c3cccc(OCCO)c3)N2C1=O	-2.6
CC(C)OC(=O)N(C)C[C@@H]1OCc2cn(nn2)CCCC(=O)N([C@@H](C)CO)C[C@H]1C	-0.4
CCN(CC)C1=N/C(=C/c2ccccc2)C(=O)N1c1ccc(Cl)cc1	15.1
C[C@@H]1CN([C@@H](C)CO)C(=O)c2cc(NS(=O)(=O)c3cccs3)ccc2O[C@H]1CN(C)CC1CC1	14.0
C[C@H]1CN([C@@H](C)CO)C(=O)c2cccc(NS(=O)(=O)c3ccc(Cl)cc3)c2O[C@H]1CN(C)Cc1ccc(C(=O)O)cc1	-15.5
C[C@H](CO)N1C[C@H](C)[C@@H](CN(C)C)Oc2c(NC(=O)Nc3ccccc3)cccc2C1=O	0.7
C[C@@H]1CN([C@H](C)CO)C(=O)c2cc(NS(=O)(=O)c3ccc(Cl)cc3)ccc2O[C@H]1CN(C)S(=O)(=O)c1ccc(Cl)cc1	15.6
Cc1noc(C)c1NC(=O)N(C)C[C@H]1Oc2ccc(N(C)C)cc2C(=O)N([C@@H](C)CO)C[C@H]1C	-4.0
C[C@@H]1CN([C@H](C)CO)C(=O)Cc2cc(NS(=O)(=O)c3cn(C)cn3)ccc2O[C@@H]1CN(C)Cc1ccc(C(=O)O)cc1	14.6
Cc1noc(C)c1S(=O)(=O)Nc1ccc2c(c1)C(=O)N([C@H](C)CO)C[C@@H](C)[C@@H](CN(C)Cc1ccc(C(F)(F)F)cc1)O2	31.4
Cc1sc2ncnc(NCCOCCO)c2c1C	-0.6
CCN(CC)C(=O)CSc1nc2c(c(=O)n(C)c(=O)n2C)n1CC	-3.7
CCC(=O)Oc1cc2c(C)cc(=O)oc2cc1Cl	-5.3
C[C@@H]1CN([C@H](C)CO)C(=O)c2cc(NC(=O)Cc3ccccc3)ccc2O[C@@H]1CN(C)Cc1ccc(C(=O)Nc2ccccc2N)cc1	12.8
CCc1ccc(OCC(=O)Nc2sc3c(c2C(=O)OC)CCCC3)cc1	-11.0
Cc1cc(C)c(C#N)c(SCC(O)CNc2ccc(Cl)cc2)n1 (configuration not stated)	5.9
C[C@H]1CN([C@@H](C)CO)C(=O)Cc2cc(NC(=O)CCC(F)(F)F)ccc2O[C@@H]1CN(C)S(=O)(=O)c1cccs1	0.7
Cc1ccc(OCCCSc2nc(C)cc(=O)[nH]2)c(I)c1	-3.4

Of the compounds above, 8 contain two or more sulfur atoms:
SMILES	ROS inducer
Nc1nnc(SCC(=O)c2ccc3ccccc3c2)s1	13.1
C[C@@H]1CN([C@H](C)CO)C(=O)c2cccc(NS(=O)(=O)c3cccs3)c2O[C@@H]1CN(C)Cc1ccncc1	-9.1
C[C@@H]1CN([C@@H](C)CO)C(=O)Cc2cc(NS(=O)(=O)c3cn(C)cn3)ccc2O[C@@H]1CN(C)S(C)(=O)=O	108.9*
C[C@H]1CN([C@@H](C)CO)C(=O)c2cc(NS(=O)(=O)c3ccc(F)cc3)ccc2O[C@@H]1CN(C)S(C)(=O)=O	0.7
Cc1noc(C)c1S(=O)(=O)N(C)C[C@@H]1Oc2ccc(NS(=O)(=O)c3ccc(Cl)cc3)cc2CC(=O)N([C@H](C)CO)C[C@@H]1C	37.1
C[C@@H]1CN([C@@H](C)CO)C(=O)c2cc(NS(=O)(=O)c3cccs3)ccc2O[C@H]1CN(C)CC1CC1	14.0
C[C@@H]1CN([C@H](C)CO)C(=O)c2cc(NS(=O)(=O)c3ccc(Cl)cc3)ccc2O[C@H]1CN(C)S(=O)(=O)c1ccc(Cl)cc1	15.6
C[C@H]1CN([C@@H](C)CO)C(=O)Cc2cc(NC(=O)CCC(F)(F)F)ccc2O[C@@H]1CN(C)S(=O)(=O)c1cccs1	0.7

(listing goes on)
SMILES	ROS inducer
CCOC(=O)C1CCCN(C(=O)c2ccc3c(c2)NC(=O)c2ccccc2S3)C1 (configuration not stated)	4.6
C[C@H]1CN([C@@H](C)CO)C(=O)Cc2cc(NC(=O)C3CCCCC3)ccc2O[C@@H]1CN(C)Cc1ccc(Oc2ccccc2)cc1	3.4
C[C@@H]1CN([C@H](C)CO)C(=O)Cc2cc(NC(=O)Cc3cn(C)c4ccccc34)ccc2O[C@@H]1CN(C)S(=O)(=O)c1ccc(Cl)cc1	68.9
COc1ccc(C#Cc2cnc3c(c2)C(=O)N([C@H](C)CO)C[C@H](C)[C@H](CN(C)C(=O)Nc2ccc4c(c2)OCO4)O3)cc1OC	118.4*
C[C@@H]1CN([C@@H](C)CO)C(=O)c2cc(NC(=O)C3CC3)ccc2O[C@@H]1CN(C)S(=O)(=O)c1cccs1	-19.3
O=C(CCOc1ccccc1)NCc1ccco1	7.3
CC1(C)CC(=O)C2=C(C1)N(CCN1CCOCC1)C1=C(C(=O)CC(C)(C)C1)C2c1cccc(Cl)c1	71.7
C[C@@H]1CN([C@@H](C)CO)C(=O)Cc2cc(NS(C)(=O)=O)ccc2O[C@@H]1CN(C)Cc1ccc(-c2ccccc2)cc1	14.6
C[C@@H]1CN([C@@H](C)CO)C(=O)c2cc(NC(=O)CCCN(C)C)ccc2O[C@@H]1CN(C)C(=O)Nc1cccc2ccccc12	-4.9
CCOC(=O)Nc1ccc2c(c1)nc(CN1CCOCC1)n2C	-31.1
C[C@@H]1CN([C@@H](C)CO)C(=O)Cc2cc(NC(=O)CCCCCC(=O)Nc3ccccc3N)ccc2O[C@@H]1CN(C)C(=O)NC1CCCCC1	7.4
C[C@H]1CN([C@@H](C)CO)C(=O)c2cc(NC(=O)CCN3CCOCC3)ccc2O[C@@H]1CN(C)C(=O)Nc1cccc2ccccc12	-0.6
COc1ccc(C(=O)N2CC(C)N(C(=O)c3ccc(OC)c(OC)c3)CC2C)cc1OC (configuration not stated)	-18.8
CCn1c(SCC(=O)Nc2ccc3c(c2)OCCO3)nnc1-c1ccccc1O	-11.6
COC(=O)CNC(=O)c1cn(-c2ccc(C)c(C)c2)c(=O)c2ccccc12	-15.0
C[C@@H]1CN([C@@H](C)CO)C(=O)c2cc(NC(=O)CCN3CCOCC3)ccc2O[C@H]1CN(C)Cc1ccc(C(=O)Nc2ccccc2N)cc1	-4.0
CS(=O)(=O)N(CC(=O)Nc1ccc2ccccc2c1)c1cccc2ccccc12	?
O=C(O)Cc1ccc(NC(=O)c2cccnc2C(=O)O)cc1	1.0
C[C@@H]1CN([C@@H](C)CO)C(=O)CCCn2nncc2CO[C@@H]1CN(C)Cc1ccccc1	10.9
C[C@@H]1CN([C@@H](C)CO)C(=O)CCCn2nncc2CO[C@@H]1CN(C)C(=O)Nc1ccccc1F	39.2
COc1ccc(Oc2cc(C(F)(F)F)nc3cc(C(C)(C)C)nn23)cc1	6.5
CC(C)NC(=O)N(C)C[C@H]1Oc2c(NC(=O)NC3CCCCC3)cccc2C(=O)N([C@H](C)CO)C[C@H]1C	12.8
C[C@H]1CN([C@@H](C)CO)C(=O)c2cc(NC(=O)CCN3CCOCC3)ccc2O[C@@H]1CN(C)S(=O)(=O)c1cn(C)cn1	-4.8
COc1ccc(S(=O)(=O)Nc2cccc3c2O[C@@H](CN(C)S(=O)(=O)c2ccccc2)[C@H](C)CN([C@H](C)CO)C3=O)cc1	-6.5
C[C@H](CO)N1C[C@H](C)[C@H](CN(C)C(=O)Nc2ccc3c(c2)OCO3)Oc2ccc(NS(=O)(=O)c3ccc(F)cc3)cc2C1=O	29.2
O=C(Nc1nccs1)c1cccc(Cl)c1	-14.1
COc1ccc2[nH]c3c(=O)n(CC(=O)NCCc4ccc(OC)c(OC)c4)c(=S)[nH]c3c2c1	0.3
Cc1noc(C)c1NC(=O)N(C)C[C@H]1Oc2c(NS(=O)(=O)c3ccc(F)cc3)cccc2C(=O)N([C@H](C)CO)C[C@@H]1C	0.5
COc1ccc(NC(=O)Nc2cccc3c2O[C@@H](CN(C)C(=O)Nc2ccc(OC)cc2)[C@@H](C)CN([C@@H](C)CO)C3=O)cc1	10.5
O=C(COc1ccc(Cl)cc1)N1CCN(Cc2ccc3c(c2)OCO3)CC1	6.6
COc1ccc(S(=O)(=O)N(C)C[C@@H]2Oc3ccc(NS(=O)(=O)c4c(C)noc4C)cc3CC(=O)N([C@H](C)CO)C[C@H]2C)cc1	-4.3
COc1ccc(NC(=O)Nc2ccc3c(c2)CC(=O)N([C@H](C)CO)C[C@@H](C)[C@H](CN(C)C(=O)Nc2ccccc2)O3)cc1	0.9
Cc1noc(C)c1NC(=O)N(C)C[C@@H]1Oc2ccc(NS(=O)(=O)c3cccs3)cc2CC(=O)N([C@H](C)CO)C[C@@H]1C	29.8
O=C1CC2(CCCC2)CC(=O)N1CCNCC1COc2ccccc2O1 (configuration not stated)	-0.4
C[C@@H]1CN([C@H](C)CO)C(=O)c2cc(NC(=O)Cc3cn(C)c4ccccc34)ccc2O[C@H]1CN(C)C(=O)Nc1ccccc1	-1.1
O=C(Nc1sccc1C(=O)N1CCOCC1)c1cccnc1	-5.3
Cc1noc(C)c1NC(=O)Nc1cccc2c1O[C@@H](CN(C)S(=O)(=O)c1cccs1)[C@H](C)CN([C@H](C)CO)C2=O	-4.3
C[C@H]1CN([C@@H](C)CO)C(=O)CCCn2cc(nn2)CO[C@@H]1CN(C)C(=O)Nc1ccc(-c2cccs2)cc1	41.9
O=C(NCC[n+]1ccc2ccccc2c1)c1ccccc1	-23.6
C[C@@H]1CCCCO[C@H](CN(C)S(=O)(=O)c2cccs2)[C@@H](C)CN([C@H](C)CO)C(=O)c2cc(NS(=O)(=O)c3ccc(F)cc3)ccc2O1	7.6
O=C(OCCNc1c(F)c(F)nc(F)c1F)c1ccccc1	-11.1
COc1cc2c(cc1OC)C1Cc3ccc(OC)c(OC)c3CN1CC2 (configuration not stated)	21.2
CS(=O)(=O)N(Cc1cccc(F)c1)n1c(SCc2cccc(F)c2)nc2ccccc2c1=O	2.3
C[C@@H]1CN([C@H](C)CO)C(=O)Cc2cc(NC(=O)C3CC3)ccc2O[C@@H]1CN(C)S(=O)(=O)c1ccccc1	5.3
C[C@H](CO)N1C[C@H](C)[C@H](CN(C)S(=O)(=O)c2cn(C)cn2)Oc2c(NS(C)(=O)=O)cccc2C1=O	-11.5
COc1ccc(NC(=O)Nc2cccc3c2O[C@@H](CN(C)C(=O)NC(C)C)[C@@H](C)CN([C@@H](C)CO)C3=O)cc1	-6.9
CC(=O)Nc1ccc(C(=O)Nc2ccc(S(=O)(=O)Nc3nccs3)cc2)cc1	-5.2
C[C@@H]1CN([C@@H](C)CO)C(=O)c2cccc(NC(=O)CCCCCC(=O)Nc3ccccc3N)c2O[C@H]1CN(C)S(C)(=O)=O	-11.5
Cc1ccc(C(=O)OC(C)CN2C(C)CCCC2C)cc1 (configuration not stated)	17.9
C[C@@H]1CN([C@@H](C)CO)C(=O)c2cccc(NS(=O)(=O)c3ccccc3)c2O[C@H]1CN(C)Cc1ccc(C(=O)O)cc1	-1.7
C[C@@H]1CN([C@H](C)CO)C(=O)c2cccc(NS(=O)(=O)c3ccc(Cl)cc3)c2O[C@H]1CN(C)C(=O)Nc1ccc2c(c1)OCO2	-1.3
Cc1cc(C)nc(SCCS(=O)(=O)Cc2ccc(Cl)cc2)n1	-12.1
C[C@@H]1CN([C@H](C)CO)C(=O)Cc2cc(NC(=O)C3CC3)ccc2O[C@H]1CN(C)S(=O)(=O)c1ccc(Cl)cc1	-1.8
CC(C)NC(=O)Nc1ccc2c(c1)C(=O)N([C@@H](C)CO)C[C@H](C)[C@@H](CN(C)S(=O)(=O)c1cn(C)cn1)O2	0.7

Screening data: PubChem BioAssay, Broad Institute
